Assay outcomes as filed in PubChem BioAssay.
RMI FANCM FP = inhibitors of human RMI core complex binding to FANCM MM2; Fluorescence polarization, RMI core complex with F-MM2 peptide; stronger effect = lower value; FP signal (polarization) at 33 µM; actives 0.58% (n = 70,000); in the data active = FP signal below about 40; note: inactives centre near 61; strong numbers were not always called active; unit not given here
* marks the source's active call; other numbers are inactive results; & = joins results of further samples; ! = a repeat was not active. An excerpt; count on the stated rates, not on these rows.

What do the screens show for `COc1cccc(CNC(=O)c2sccc2S(=O)(=O)N2CCN(c3ccc(F)cc3)CC2)c1`?
RMI FANCM FP: 67

Results for COc1ccccc1CNC(=O)Cc1csc(NC(=O)c2ccc(=O)[nH]c2)n1 ?
RMI FANCM FP: 62

How did COc1ccccc1-c1nnc(NC(=O)C2CC2)o1 do in these assays?
RMI FANCM FP: 63

What do the screens show for `Cc1onc(-c2c(F)cccc2Cl)c1C(=O)NC(=S)Nc1c(C)n(C)n(-c2ccccc2)c1=O`?
RMI FANCM FP: 58

How did O=c1ccc(-c2ccccc2)nn1Cc1nc(-c2cccc(Cl)c2)no1 do in these assays?
RMI FANCM FP: 81

What do the screens show for `COc1cc2[nH]c(=S)[nH]c(=O)c2cc1OC`?
RMI FANCM FP: 61

How did COc1cc2cc3c4cc(OC)c(OC)cc4cc[n+]3c(C)c2cc1OC do in these assays?
RMI FANCM FP: 12*!

How did COc1ccc(CCNC(=O)C(=O)Nc2cc(C)nc3ccccc23)cc1OC do in these assays?
RMI FANCM FP: 61

Results for CCOC(=O)c1cccc(NC(=O)Cn2nc(SC)c(S(=O)(=O)c3ccc(C)cc3)c2N)c1 ?
RMI FANCM FP: 69

How did Cn1c(=O)c2[nH]c(C3CCCC3)nc2n(C)c1=O do in these assays?
RMI FANCM FP: 56&55

Continued; it opens with the two that closed the last part.
Results for CCOC(=O)c1cccc(NC(=O)Cn2nc(SC)c(S(=O)(=O)c3ccc(C)cc3)c2N)c1 ?
RMI FANCM FP: 69

How did Cn1c(=O)c2[nH]c(C3CCCC3)nc2n(C)c1=O do in these assays?
RMI FANCM FP: 56&55

What do the screens show for `CC1(C)CC(=O)c2c(S(C)(=O)=O)sc(Br)c2C1`?
RMI FANCM FP: 55

Results for O=S(=O)(NCC1CCN(Cc2cccs2)CC1)c1cccs1 ?
RMI FANCM FP: 74

Results for O=S(=O)(NCC(c1ccsc1)N1CCCC1)c1cccc(F)c1 (stereo unspecified) ?
RMI FANCM FP: 66

What do the screens show for `COc1ccc(N=Nc2c(N)n[nH]c2N)cc1`?
RMI FANCM FP: 59

How did CCCN1CCCc2cc(CCNC(=O)c3ccc(OC)cc3)ccc21 do in these assays?
RMI FANCM FP: 67

What do the screens show for `Nc1cc(-c2cccc(C(F)(F)F)c2)[nH]n1`?
RMI FANCM FP: 55

Results for Cc1nc(C)c(-c2ccnc(-c3ccc(Cl)cc3)n2)s1 ?
RMI FANCM FP: 58

What do the screens show for `CCOC(=O)c1ccc(NC(=S)NCCN2CCNC2=O)cc1`?
RMI FANCM FP: 54

What do the screens show for `O=C(NNS(=O)(=O)c1cc(Cl)c(Cl)cc1Cl)c1cccnc1`?
RMI FANCM FP: 56

Results for O=C(c1nnc(-c2ccccc2)o1)N1CCOCC1 ?
RMI FANCM FP: 68

What do the screens show for `CC[C@]12CCCN3CCc4c(n(c5ccccc45)C(=O)C1)[C@@H]32`?
RMI FANCM FP: 57&62

How did CCC(=O)N1CCc2ccc(NS(=O)(=O)c3cc(Cl)ccc3OC)cc2C1 do in these assays?
RMI FANCM FP: 67

What do the screens show for `Cc1cc(C)n(-c2cc(C(C)(C)C)nc3c(-c4ccc(Cl)cc4)cnn23)n1`?
RMI FANCM FP: 61

How did CSc1nc2ccc(NC(=O)c3cc(=O)c4ccccc4o3)cc2s1 do in these assays?
RMI FANCM FP: 110

Results for Cc1ccc(NC(=O)NCC(c2ccsc2)N2CCOCC2)cc1 (stereo unspecified) ?
RMI FANCM FP: 66

What do the screens show for `O=C(Cc1cc(=O)[nH]c(=O)[nH]1)N(CCO)Cc1ccccc1`?
RMI FANCM FP: 47

What do the screens show for `Cc1cccc(NC(=O)C(=O)NCC(c2ccc3c(c2)CCCN3C)N2CCCCC2)c1` (stereo unspecified)?
RMI FANCM FP: 64&55

What do the screens show for `c1ccc(N2CCN(CCCCn3c4ccccc4c4ccccc43)CC2)nc1`?
RMI FANCM FP: 76

What do the screens show for `COc1ccccc1NC(=O)CC1CCCCN1S(=O)(=O)c1ccccc1` (stereo unspecified)?
RMI FANCM FP: 67

What do the screens show for `Cc1cc(N)c2cc(Br)ccc2n1`?
RMI FANCM FP: 75

What do the screens show for `N#CCSc1nc2c(-c3ccccc3)c[nH]c2c(=O)n1Cc1ccccc1`?
RMI FANCM FP: 116

Results for COC(=O)c1ccc(N2C(=O)CC(Sc3ncccc3C(=O)O)C2=O)cc1 (stereo unspecified) ?
RMI FANCM FP: 57

Results for COC(=O)Nc1ccc(SCC(=O)c2cccc([N+](=O)[O-])c2)cc1 ?
RMI FANCM FP: 59

Results for Cc1ccc(NC(=O)Cn2nc(C3CCN(S(C)(=O)=O)CC3)n(C)c2=O)cc1Cl ?
RMI FANCM FP: 62

What do the screens show for `CCOc1cn(C)c(C(=O)NCCc2ccccc2)cc1=O`?
RMI FANCM FP: 61

How did CCC(=O)Nc1nc2ccc(S(=O)(=O)N(C)C)cc2s1 do in these assays?
RMI FANCM FP: 68

What do the screens show for `Cc1nnc(SCC(=O)c2ccccc2)c2c1cnn2-c1ccc(F)cc1`?
RMI FANCM FP: 62

Results for O=C(Nc1ccc(SCCN2CCCCC2)nn1)C1CC1 ?
RMI FANCM FP: 69

Results for O=C1/C(=C\c2ccccn2)SC(=S)N1c1ccc(S(=O)(=O)Nc2nccs2)cc1 ?
RMI FANCM FP: 51

What do the screens show for `O=C(O)C1CCC(=O)N1C1c2ccccc2Oc2ccccc21` (stereo unspecified)?
RMI FANCM FP: 54

How did COc1cc(/C=N\NC(=O)c2[nH]nc3c2CCc2ccccc2-3)ccc1O do in these assays?
RMI FANCM FP: 56

How did O=C(NCCCn1nc(-c2cccnc2)ccc1=O)c1ccc2c(c1)OCO2 do in these assays?
RMI FANCM FP: 66

How did Cc1cc(NC(=O)c2ccno2)n(C)n1 do in these assays?
RMI FANCM FP: 66

Results for CC1(C)CC(=O)C2=C(C1)NC(SCC(=O)N1CCOCC1)=C(C#N)C2c1ccco1 (stereo unspecified) ?
RMI FANCM FP: 57

Results for O=C(CNC(=O)c1ccccc1F)c1ccc(Br)cc1 ?
RMI FANCM FP: 56

What do the screens show for `OC(CNCc1ccc2c(c1)OCO2)COc1ccccc1` (stereo unspecified)?
RMI FANCM FP: 57&59

Results for CN(C)S(=O)(=O)Oc1cccc(F)c1OS(=O)(=O)N(C)C ?
RMI FANCM FP: 52

What do the screens show for `CCc1nnc(C2CCN(C(=O)C3CC3)CC2)s1`?
RMI FANCM FP: 63

Results for OC(COc1ccccc1)CN1CCNCC1 (stereo unspecified) ?
RMI FANCM FP: 54

What do the screens show for `O=C(c1cccs1)N1CCC(c2nnc(-c3ccc(F)cc3)o2)CC1`?
RMI FANCM FP: 59

How did Clc1ccc(-c2csc(Cc3nc(-c4ccc(Br)cc4)cs3)n2)cc1 do in these assays?
RMI FANCM FP: 92

Results for CN(C)C(CN)c1ccco1 (stereo unspecified) ?
RMI FANCM FP: 64

What do the screens show for `NC(=S)c1ccc(-c2ccno2)s1`?
RMI FANCM FP: 60

What do the screens show for `O=C(Nc1ccc(SCCN2CCOCC2)nn1)c1cccc(F)c1`?
RMI FANCM FP: 63

What do the screens show for `COC(=O)C1=C(NC(C)=O)CCC(C(=O)OC)C1` (stereo unspecified)?
RMI FANCM FP: 53

What do the screens show for `CCc1ccc(S(=O)(=O)NCCOc2ccccc2)cc1`?
RMI FANCM FP: 61

What do the screens show for `Cc1cc(C)n(-c2ccc(Nc3ccc(NC(=O)c4ccc(Br)o4)cc3)nn2)n1`?
RMI FANCM FP: 61

What do the screens show for `CC(=O)CSc1nc(SCC(C)=O)c2c3c(sc2n1)CCC3`?
RMI FANCM FP: 53

Results for COC(=O)c1c(C)[nH]c(C)c1C(=O)c1ccccc1Cc1ccccc1 ?
RMI FANCM FP: 53

What do the screens show for `Cc1cc(NC(=O)C(=O)NCC2CCN(Cc3cccs3)CC2)c2ccccc2n1`?
RMI FANCM FP: 86

Results for Cc1nnc(SCC(=O)Nc2ccc(Cl)cc2)[nH]c1=O ?
RMI FANCM FP: 57

What do the screens show for `CCOC(=O)c1sc(NC(=O)c2ccno2)c(C(=O)OCC)c1C`?
RMI FANCM FP: 120

Results for CC1(C2(C)OCCO2)OCCO1 ?
RMI FANCM FP: 55

How did OC(COc1ccc(Cl)cc1Cl)Cn1ccnc1 (stereo unspecified) do in these assays?
RMI FANCM FP: 57

What do the screens show for `Cc1ccc(S(=O)(=O)NCCn2ncccc2=O)s1`?
RMI FANCM FP: 63

What do the screens show for `CCOC(=O)C(=CNc1cccc(-c2nn(C)cc2Br)c1)C(=O)OCC`?
RMI FANCM FP: 55

Results for O=S(=O)(c1ccccc1Cl)N1CCN(c2ccc3nnc(C4CC4)n3n2)CC1 ?
RMI FANCM FP: 65

Results for CC(=O)NC1C(OCc2ccccc2)OC(CO)C(O)C1OC(=O)c1ccccc1 (stereo unspecified) ?
RMI FANCM FP: 59

What do the screens show for `CCNC(=O)Cc1csc(NC(=O)c2ccccc2)n1`?
RMI FANCM FP: 72

What do the screens show for `COc1cccc(C2=NN(C(C)=O)C(c3cn(-c4ccccc4)nc3-c3cccs3)C2)c1` (stereo unspecified)?
RMI FANCM FP: 83

What do the screens show for `CC(=O)Nc1nnc(-c2ccc(Br)cc2)o1`?
RMI FANCM FP: 66

What do the screens show for `COc1ccc(S(=O)(=O)Nc2ccc3c(c2)CN(C(=O)C(C)C)CC3)cc1Cl`?
RMI FANCM FP: 65

How did CC(C)C(=O)Nc1nnc(-c2ccc(Br)cc2)o1 do in these assays?
RMI FANCM FP: 55

Results for CCN1C(=O)c2cccc3c(NC(=O)c4ccc(-c5nc6ccccc6s5)s4)ccc1c23 ?
RMI FANCM FP: 66

How did Cc1cccc(N=C2CSc3nnc(-c4ccccc4Br)n3N2)c1C do in these assays?
RMI FANCM FP: 60

How did COc1cc(C(NC(=O)CCl)NC(=O)CCl)ccc1OCCC(C)C do in these assays?
RMI FANCM FP: 61

How did CCOC(=O)c1sc(NC(=O)CCS(=O)(=O)c2ccc(Cl)cc2)cc1C do in these assays?
RMI FANCM FP: 66

How did Cc1cc(C)[n+]2c(C)sc(-c3ccccc3)c2n1 do in these assays?
RMI FANCM FP: 57

Results for O=C(/C=C/c1ccco1)NCCSc1ncc(-c2ccc(Cl)cc2)[nH]1 ?
RMI FANCM FP: 56

Results for O=C(/C=C\Nc1ccc(OC(F)(F)F)cc1)c1ccc(F)cc1 ?
RMI FANCM FP: 50

What do the screens show for `Cc1ccc(F)cc1NC(=O)CSc1nc2c(c(=O)[nH]1)CN(Cc1ccc(F)cc1)CC2`?
RMI FANCM FP: 63

How did Cc1ccc(S(=O)(=O)OC23C=CC(CC2)CC3)cc1 do in these assays?
RMI FANCM FP: 55

How did c1ccc(CNc2ncnc3c2oc2ccccc23)nc1 do in these assays?
RMI FANCM FP: 69

Results for O=C(/C=C/c1cccs1)Nc1nnc(-c2ccno2)o1 ?
RMI FANCM FP: 57

What do the screens show for `COc1ccc(-c2noc(CSc3nc4ccsc4c(=O)n3C)n2)cc1`?
RMI FANCM FP: 73

Results for CNc1nn(CC(=O)Nc2ccc(C(C)=O)cc2)c(N)c1-c1nc(-c2ccc(C)cc2)no1 ?
RMI FANCM FP: 67

How did COc1cc(NC(=O)Cn2cnc3c(sc4cccc(Cl)c43)c2=O)cc(OC)c1OC do in these assays?
RMI FANCM FP: 64

What do the screens show for `CNC(=O)c1csc(NC(=O)c2cc3ccccc3oc2=O)n1`?
RMI FANCM FP: 53

Results for COc1ccc(-c2nn(CCC#N)cc2C=C(C#N)C#N)cc1 ?
RMI FANCM FP: 60

Results for CCOc1ccc(CC(=O)Nc2cc(-c3cn4nc(OC)ccc4n3)ccc2Cl)cc1 ?
RMI FANCM FP: 107

What do the screens show for `COc1ccccc1Oc1ccccc1[N+](=O)[O-]`?
RMI FANCM FP: 57

What do the screens show for `CCC(/C=C/[C@@H](C)[C@H]1CCC2C3CC=C4C[C@@H](O)CC[C@]4(C)C3CC[C@@]21C)C(C)C` (stereo partly specified)?
RMI FANCM FP: 58

How did COc1cccc2c1OC(c1ccc(C)o1)N1N=C(c3cccs3)CC21 (stereo unspecified) do in these assays?
RMI FANCM FP: 70

How did O=[N+]([O-])c1ccc(NC2CCSC2)c([N+](=O)[O-])c1 (stereo unspecified) do in these assays?
RMI FANCM FP: 52

What do the screens show for `CCOC(=O)c1c2c3c(cccc3[nH]c1=O)C(=O)c1ccccc1-2`?
RMI FANCM FP: 52

What do the screens show for `Cc1c(C(=O)C(=O)Nc2ccc(OC(F)(F)F)cc2)c2ccccc2n1C`?
RMI FANCM FP: 63

What do the screens show for `COc1ccc(NC(=O)/C=C/c2ccc(Cl)cc2)cc1`?
RMI FANCM FP: 52

Results for COc1cc(OC)c(NC(=O)Cn2nc3ccc(SC4CCCCC4)nn3c2=O)cc1Cl ?
RMI FANCM FP: 80

What do the screens show for `O=C(COc1ccc(Cl)cc1Cl)NCCOc1ccccc1`?
RMI FANCM FP: 60

Filtered by structure: the compounds so far with fluorine.
What do the screens show for `COc1cccc(CNC(=O)c2sccc2S(=O)(=O)N2CCN(c3ccc(F)cc3)CC2)c1`?
RMI FANCM FP: 67

What do the screens show for `Cc1onc(-c2c(F)cccc2Cl)c1C(=O)NC(=S)Nc1c(C)n(C)n(-c2ccccc2)c1=O`?
RMI FANCM FP: 58

Results for O=S(=O)(NCC(c1ccsc1)N1CCCC1)c1cccc(F)c1 (stereo unspecified) ?
RMI FANCM FP: 66

What do the screens show for `Nc1cc(-c2cccc(C(F)(F)F)c2)[nH]n1`?
RMI FANCM FP: 55

What do the screens show for `Cc1nnc(SCC(=O)c2ccccc2)c2c1cnn2-c1ccc(F)cc1`?
RMI FANCM FP: 62

Results for O=C(CNC(=O)c1ccccc1F)c1ccc(Br)cc1 ?
RMI FANCM FP: 56

Results for CN(C)S(=O)(=O)Oc1cccc(F)c1OS(=O)(=O)N(C)C ?
RMI FANCM FP: 52

What do the screens show for `O=C(c1cccs1)N1CCC(c2nnc(-c3ccc(F)cc3)o2)CC1`?
RMI FANCM FP: 59

What do the screens show for `O=C(Nc1ccc(SCCN2CCOCC2)nn1)c1cccc(F)c1`?
RMI FANCM FP: 63

Results for O=C(/C=C\Nc1ccc(OC(F)(F)F)cc1)c1ccc(F)cc1 ?
RMI FANCM FP: 50

What do the screens show for `Cc1ccc(F)cc1NC(=O)CSc1nc2c(c(=O)[nH]1)CN(Cc1ccc(F)cc1)CC2`?
RMI FANCM FP: 63

What do the screens show for `Cc1c(C(=O)C(=O)Nc2ccc(OC(F)(F)F)cc2)c2ccccc2n1C`?
RMI FANCM FP: 63
